GALK inh: inhibitors of human galactokinase; Purified GALK, Kinase-Glo residual ATP luminescence; P51570; Potency, µM (titrated, usually from 57.5 µM), for the others: at the highest dose activity change, negative = inhibition, usual class: inhibitors; 270,000 compounds, 0.007% hits; note: potency is the fitted concentration of half-maximal effect; % is set by controls: 0 for no effect and ±100 for the full control effect
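Quantitative HTS: GALK 5 nM, ATP 35 uM, galactose 100 uM, 1 h room temperature, then luciferase-based ATP detection.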
Mito fusion yeast: mitochondrial division inhibition or fusion activation; 320,000 compounds, 0.23% hits; S. cerevisiae fusion-defective mutant growth rescue, CellTiterGlo 48 h; Potency, µM (doses to about 46.1 µM), for the others: at the top dose growth rescue (activation), most hits filed as activators;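 note: potency is the fitted concentration of half-maximal effect; % of control where 0% means no effect; nearly all actives have a fitted effect of over 45% in size; temperature-sensitive fusion mutants such as fzo1-1 at 37 °C on non-fermentable ethanol glycerol medium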
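Read-out: ATP-based luminescence (CellTiterGlo, 10 min ambient) reporting growth of fusion-defective ts yeast after 48 hours at 37C on glycerol/ethanol YPEG medium in the presence of compound.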
Eya2 phos inh: inhibitors of human Eya2 phosphatase activity; Potency, µM (highest dose often 76.9 µM), inactives show at the top dose activity, negative = inhibition, usual class: inhibitors; O00167; 330,000 compounds, 0.006% hits; recombinant Eya2, OMFP fluorescence dephosphorylation (OMFP is methylfluorescein phosphate); note: potency is the fitted concentration of half-maximal effect; % is set by controls: 0 for no effect and ±100 for the full control effect
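Eya2 (0.2 uM) preincubated 10 min at ambient with compound, then OMFP substrate added at 50 uM; 10 min reaction in 50 mM HEPES pH 7.5, 50 mM NaCl, 5 uM MgCl2, 0.05% BSA, 1 mM DTT. Fluorescence read at Ex 485/Em 525 nm.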
Menin-MLL TR inh: inhibitors of human menin-MLL interaction, mutant MLL peptide. O00255. 270,000 compounds, 0.23% hits. Menin + Texas Red MLL mutant peptide, fluorescence polarization. Potency, µM (doses to about 61.6 µM), without a hit: at the top dose FP activity change, negative = inhibition, most hits filed as inhibitors. AID 1768; active = well fitted inhibition curve with a large enough effect in the polarisation, with a control signal flat, not every such curve was filed as active; inconclusive = small, poorly fitted or top-dose-only effect, or effect the other way, or a change in a side signal; inactive = no such curve, though single readings can be large or run the other way; the % refers to the polarisation; note: potency is the fitted concentration of half-maximal effect; % of control where 0% means no effect; many of its hits are not listed in these tables
TSHR antagonist: blocks TSH signaling through the human TSH receptor | P16473 | TSHR-expressing cells, TSH-stimulated cAMP HTRF, 2 h; active compounds read low | activity change, negative = inhibition, % at 11.5 µM | 330,000 compounds, 0.2% hits | AID 504810;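 active = activity change below a set negative limit, meaning inhibition stronger than a set level, cut at about -70% in these data; inconclusive = activity change between two set negative limits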; note: % is set by controls: 0 for no effect and ±100 for the full control effect
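Inhibition of cAMP made by TSHR-expressing cells under TSH stimulation (4nM final, EC80; 2 h, 37 deg C) is quantified with a one-step lysis HTRF kit, anti-cAMP cryptate versus cAMP-d2.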
MBNL1-CUG inh: blocks human MBNL1 binding to CUG repeat RNA; Q9NR56; TR-FRET MBNL1-His/biotin-(CUG)12 binding, 665/545 ratio; Potency, µM (titrated, usually from 57.5 µM), for the others: top-dose activity change, negative = inhibition, actives largely listed as inhibitors; 280,000 compounds, 0.036% hits; active = well fitted inhibition curve with a large enough effect in the signal ratio, with a control signal flat, not every such curve was filed as active; inconclusive = small, poorly fitted or top-dose-only effect, or effect the other way, or a change in a side signal; inactive = no such curve, though single readings can be large or run the other way; the % refers to the signal ratio; note: potency is the fitted concentration of half-maximal effect; % is set by controls: 0 for no effect and ±100 for the full control effect
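Inhibition of protein-RNA binding appears as loss of TR-FRET between terbium anti-His antibody on MBNL1-His and streptavidin-XL665 on biotin-(CUG)12. Activity is normalized to buffer-only and uninhibited-complex controls.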
BCR signal inh: chronic active BCR signaling inhibition | Potency, µM (top dose mostly 46.1 µM), inactives show at the highest dose ratio change, negative = lower green/red ratio, most hits filed as inhibitors | 340,000 compounds, 0.05% hits | AID 493014 | ABC-DLBCL IkBa-CBG/CBR reporter, luminescence ratio, 4 h; active = well fitted inhibition curve with a large enough effect in the signal ratio, with a control signal flat, not every such curve was filed as active; inconclusive = small, poorly fitted or top-dose-only effect, or effect the other way, or a change in a side signal; the % refers to the signal ratio;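 note: potency is the fitted concentration of half-maximal effect; plate controls were basal doxycycline-induced cells for no effect and cells given 10 µM MG132 for full effect; MG132 reads +100%, hits lower the ratio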
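Doxycycline induced both beetle luciferases in TMD8 lymphoma cells; IKK-driven degradation limits the IkappaBalpha-fused green signal, while red luminescence normalises for cell number and nonspecific effects. Compounds tested up to 46 uM, 4 hrs.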
USP2a inh: USP2a (human) protease inhibition. USP2 core, Ub-CHOP2 coupled fluorogenic reporter, 485/531. Potency, µM (top dose mostly 38.3 µM), for the others: top-dose activity change, negative = inhibition, actives largely listed as inhibitors. 330,000 compounds, 0.01% hits. O75604;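 note: potency is the fitted concentration of half-maximal effect; plate controls were DMSO wells for no effect and full inhibition by NEM control for full effect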
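Cell-free coupled assay: 10nM USP2 core preincubated 30min RT with compound in Tris-HCl pH 8.0/CaCl2/CHAPS buffer, then 25nM Ub-CHOP2 and 25nM reporter substrate; fluorescence (Ex 485/Em 531) read after 60min RT, normalized to NEM inhibition, concentration-response curves fitted.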
ASM inhibitor: blocks human secretory acid sphingomyelinase; placental ASM, HMU-PC fluorogenic substrate, 60 min; Potency, µM (series often up to 57.5 µM), without a hit: top-dose activity change, negative = inhibition, usual class: inhibitors; 340,000 compounds, 0.006% hits; AID 504937; note: potency is the fitted concentration of half-maximal effect
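HMU-PC0 cleavage (9 uM final) by human placental ASM, 60 min at 37 °C following 10 min compound exposure at RT; stopped at pH 10, fluorescence Ex 386/Em 447 nm.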
KCNH2 WT inh: blocks the wildtype human KCNH2 potassium channel. Q12809. activity change, % at 1.84 µM. U2OS, BacMam KCNH2, thallium flux FluxOr; active compounds read low. 340,000 compounds, 0.37% hits. AID 720551;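 active = maximum activity change below -70%; inconclusive = maximum activity change between -70% and -50%; inactive = maximum activity change above -50%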; note: % is set by controls: 0 for no effect and ±100 for the full control effect
Target sequence (Q12809 whole entry, looked up): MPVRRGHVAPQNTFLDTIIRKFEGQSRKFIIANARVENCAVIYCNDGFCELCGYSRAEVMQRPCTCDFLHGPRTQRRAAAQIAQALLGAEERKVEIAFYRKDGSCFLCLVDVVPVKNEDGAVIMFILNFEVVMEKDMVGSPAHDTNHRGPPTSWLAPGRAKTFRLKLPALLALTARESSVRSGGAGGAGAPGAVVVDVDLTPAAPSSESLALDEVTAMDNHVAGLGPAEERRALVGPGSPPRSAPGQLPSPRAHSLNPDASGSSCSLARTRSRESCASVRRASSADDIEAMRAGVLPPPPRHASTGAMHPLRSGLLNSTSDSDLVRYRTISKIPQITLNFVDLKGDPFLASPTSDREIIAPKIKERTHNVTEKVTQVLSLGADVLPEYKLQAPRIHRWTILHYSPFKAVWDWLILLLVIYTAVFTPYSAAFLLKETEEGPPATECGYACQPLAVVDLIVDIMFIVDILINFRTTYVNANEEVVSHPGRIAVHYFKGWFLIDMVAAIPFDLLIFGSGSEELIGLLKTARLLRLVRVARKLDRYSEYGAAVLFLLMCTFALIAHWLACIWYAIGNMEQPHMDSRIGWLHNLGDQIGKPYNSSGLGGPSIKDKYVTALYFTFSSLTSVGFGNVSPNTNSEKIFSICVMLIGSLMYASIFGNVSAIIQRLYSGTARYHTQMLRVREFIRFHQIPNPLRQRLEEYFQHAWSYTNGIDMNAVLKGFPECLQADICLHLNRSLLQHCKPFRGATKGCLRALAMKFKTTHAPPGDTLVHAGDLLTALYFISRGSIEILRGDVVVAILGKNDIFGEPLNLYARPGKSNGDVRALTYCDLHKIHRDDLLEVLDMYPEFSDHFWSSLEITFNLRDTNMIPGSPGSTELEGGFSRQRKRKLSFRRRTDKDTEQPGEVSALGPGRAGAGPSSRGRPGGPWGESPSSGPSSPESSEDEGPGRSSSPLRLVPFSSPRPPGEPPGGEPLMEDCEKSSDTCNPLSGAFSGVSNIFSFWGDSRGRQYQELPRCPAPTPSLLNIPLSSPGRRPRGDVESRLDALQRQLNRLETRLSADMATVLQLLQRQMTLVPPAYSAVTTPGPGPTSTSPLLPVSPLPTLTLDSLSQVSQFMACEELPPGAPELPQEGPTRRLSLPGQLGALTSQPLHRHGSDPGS
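U2OS cells were transduced with wild-type KCNH2 virus (2.03 x 10^8 / mL) for 4 h at room temperature, then cultured overnight at 37 C. Thallium flux was read with FluxOr dye. Rate constants were normalized to DMSO controls.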
PKM2 act: PKM2 (human) enzyme activation; purified PKM2, Kinase-Glo ATP luminescence, activation; response scale: 0% is enzyme alone, no compound; Potency, µM (top dose mostly 57.5 µM), inactives show at the top dose activation, usual class: activators; 260,000 compounds, 0.34% hits; note: potency is the fitted concentration of half-maximal effect; % is set by controls: 0 for no effect and ±100 for the full control effect; nearly all actives have a fitted effect of over 55% in size
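hPK-M2, >95% pure; 0.1 mM ADP / 0.5 mM PEP final; imidazole pH7.2 buffer w/ 7 mM MgCl2, 50 mM KCl; 1 h RT; Kinase-Glo lum. Intermediate enzyme activity for dual inhibitor/activator qHTS.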
An asterisk follows results filed as active; ? = inconclusive; / = not tested or not shown; [ ] = remark or other dose. Unless noted, calls come from the whole dose curve; as a rule, active = well fitted curve in the direction sought with a large enough effect; inconclusive = small, poorly fitted or top-dose-only effect, or another doubt; inactive = no such curve, though single readings can be large; an effect the other way counts as inactive or inconclusive. An excerpt; count on the stated rates, not on these rows.

canonical_smiles	GALK inh	Mito fusion yeast	Eya2 phos inh	Menin-MLL TR inh	TSHR antagonist	MBNL1-CUG inh	BCR signal inh	USP2a inh	ASM inhibitor	KCNH2 WT inh	PKM2 act
c1ccc2c(c1)OCC(c1nn3c(Cn4nnc5ccccc54)nnc3s1)O2 (stereo not drawn)	0%	3%	-22%	-1%	-2	2%	-2%	0%	?	-6	17%
Cc1cc(C(=O)CSc2nnnn2-c2ccc(O)cc2)c(C)n1Cc1ccc2c(c1)OCO2	-1%	?	-5%	?	-37	14%	?	-1%	-1%	-8	4%
CCOC(=O)N1CCC(NC(=O)c2cc(C(=O)Nc3ccc(F)cc3F)ccc2CO)CC1	3%	1%	5%	-1%	0	0%	11%	2%	6%	10	-3%
Cc1ccc(S(=O)(=O)N2CCCCC2C(=O)N2CCN(c3ccccc3F)CC2)cc1 (stereo not drawn)	-4%	3%	-29%	?	-6	4%	-1%	-1%	-3%	8	3%
CCN1C(=O)c2ccc(-c3nc4ccccc4c(=O)o3)cc2C1=O	9%	2%	-2%	10%	-5	-7%	-5%	2%	16%	-7	-1%
CSc1sc(C(=O)N(C)C)c2c1S(=O)(=O)N(C)c1ccccc1-2	-2%	-5%	?	/	11	/	27%	1%	10%	-2	2%
CC(=O)c1cc(C#N)c(Oc2cc(C)cc(C)c2)nc1C	0%	1%	-42%	13%	-2	-3%	0%	0%	-7%	6	-4%
COCCNC(=O)c1cc2c(=O)n3cccc(C)c3nc2n(Cc2ccncc2)c1=N	1%	-5%	-5%	10%	4	?	-3%	-9%	192%[activator]	5	-2%
O=C(Nc1cccc(C(=O)O)c1)Nc1cccc2ccccc12	3%	-3%	2%	44%[activator]	-3	5%	?	2%	-1%	6	/
O=c1c2ccccc2ncn1Cc1cccc2ccccc12	3%	22%	-2%	-3%	-2	1%	-11%	0%	-10%	-10	1%
CC(=O)c1cccc(CN2CCN(C3CCCCC3)C(CCO)C2)c1 (stereo not drawn)	-3%	-7%	?	/	7	-6%	0%	-2%	1%	?	-11%
COc1ccc(C(=O)N/N=C(\C)CC(=O)NC2CCCCC2)c(OC)c1	0%	-1%	-7%	/	-10	0%	-5%	-3%	0%	-22	-4%

Entries from the list above containing fluorine (2):
canonical_smiles	GALK inh	Mito fusion yeast	Eya2 phos inh	Menin-MLL TR inh	TSHR antagonist	MBNL1-CUG inh	BCR signal inh	USP2a inh	ASM inhibitor	KCNH2 WT inh	PKM2 act
CCOC(=O)N1CCC(NC(=O)c2cc(C(=O)Nc3ccc(F)cc3F)ccc2CO)CC1	3%	1%	5%	-1%	0	0%	11%	2%	6%	10	-3%
Cc1ccc(S(=O)(=O)N2CCCCC2C(=O)N2CCN(c3ccccc3F)CC2)cc1 (stereo not drawn)	-4%	3%	-29%	?	-6	4%	-1%	-1%	-3%	8	3%

The results go on.
canonical_smiles	GALK inh	Mito fusion yeast	Eya2 phos inh	Menin-MLL TR inh	TSHR antagonist	MBNL1-CUG inh	BCR signal inh	USP2a inh	ASM inhibitor	KCNH2 WT inh	PKM2 act
CN(CCCNC(=O)c1ccc(N2CCCC2=O)cc1)c1ccccc1	0%	5%	-26%	12%	9	6%	?	1%	3%	8	2%
CCOC(=O)C1CCN(C(=O)COc2cccc(C)c2)CC1	0%	-8%	20%	-9%	4	6%	?	-1%	4%	7	1%
Nc1cc(N)nc(SCC(=O)c2ccc3c(c2)NC(=O)CO3)n1	14%	7%	-11%	-6%	-6	2%	-5%	-2%	5%	8	16%
O=C(Nc1nc(-c2ccc(Cl)cc2Cl)cs1)C1CCCO1 (stereo not drawn)	1%	27%	-6%	-2%	-6	/	1%	3%	-4%	4	0%
Cc1nnc(NC(=O)C2CCCN(S(=O)(=O)Cc3ccccc3)C2)s1 (stereo not drawn)	1%	-1%	-3%	-13%	1	2%	0%	0%	0%	4	-6%
Cc1ccc(S(=O)(=O)/N=S(/C)c2ccccc2)cc1 (stereo not drawn)	/	1%	9%	?	27	-16%	-5%	2%	-1%	11	-17%
COc1ccc2c(C)c(CCC(=O)NCCCN3CCCC3=O)c(=O)oc2c1C	/	2%	10%	0%	2	0%	2%	2%	11%	-1	-1%
COc1ccc(S(=O)(=O)NCC2CCCN(Cc3ccccc3Cl)C2)cc1 (stereo not drawn)	5%	-17%	-1%	-7%	5	-5%	-9%	1%	-2%	12	/
ClCc1csc(N/N=C/c2cccs2)n1	-3%	-6%	-3%	/	7	12%	?	1%	/	/	0%
Cc1cc(=O)n2nc(N3CCCC3C(=O)Nc3ccccc3C)sc2n1 (stereo not drawn)	/	1%	5%	-6%	-12	-3%	4%	1%	6%	7	-1%
COc1ccc(/C=C/C(=O)c2ccccc2)c(OC)c1	3%	0%	11%	-17%	3	7%	?	-1%	80%[activator]	-11	1%
O=C(NCCN1CCc2ccccc2C1)C1CC(=O)N(C2CCCC2)C1 (stereo not drawn)	-1%	2%	-1%	0%	12	-12%	-1%	-4%	-1%	19	-1%
O=C(Cc1ccc(Cl)cc1)Nc1ccccc1C(=O)Nc1ccc(C(=O)O)cc1	0%	?	4%	15%	8	-20%	21%	-10%	-1%	8	-13%
O=C(CC1C(=O)NCCN1Cc1ccccc1)NCCN1CCCCC1=O (stereo not drawn)	6%	2%	3%	/	7	5%	0%	-3%	19%	15	/
O=C(N/N=C/c1ccc(-n2ccnc2)cc1)c1cccs1	-1%	-2%	-6%	-9%	14	?	?	-1%	2%	-8	-9%
O=C(Cc1n[nH]c(=O)c2ccccc12)OCC(=O)c1ccccc1	/	-2%	1%	/	9	/	?	1%	1%	-15	/
C=CCNC(=O)c1ccc(C(=O)c2ccccc2)cc1	5%	0%	-8%	3%	11	2%	?	0%	-1%	-4	-13%
CC(NC(=O)c1ccccc1F)c1ccccc1 (stereo not drawn)	-2%	1%	11%	/	-6	1%	11%	11%	3%	-11	0%
CCCc1cc(N2CCOCC2)n2nc(C)c(-c3ccccc3)c2n1	-2%	0%	28%	-14%	14	-7%	6%	4%	2%	-3	/
CC(C)(C)NC(=O)c1cccc2c1OC(C)(C)C2	0%	1%	-5%	5%	5	-3%	?	1%	-6%	4	-1%
Cc1nc(C(C)NC(=O)CCc2nnc(Cc3c[nH]c4ccccc34)o2)cs1 (stereo not drawn)	5%	-2%	-1%	-7%	3	-6%	-18%	0%	3%	-4	-6%
C=CCN1C(=O)C(C)S/C1=N\S(=O)(=O)c1ccc(Cl)cc1 (stereo not drawn)	-2%	12%	-7%	-5%	27	/	0%	2%	-3%	7	-12%
CCOc1ccccc1NC(=O)Cn1nnc(C(=O)NCCc2ccc(OCC)c(OCC)c2)c1N	0%	-3%	13%	-5%	-3	-8%	?	0%	6%	2	/

Entries from the list above that contain a COOH group (2):
canonical_smiles	GALK inh	Mito fusion yeast	Eya2 phos inh	Menin-MLL TR inh	TSHR antagonist	MBNL1-CUG inh	BCR signal inh	USP2a inh	ASM inhibitor	KCNH2 WT inh	PKM2 act
O=C(Nc1cccc(C(=O)O)c1)Nc1cccc2ccccc12	3%	-3%	2%	44%[activator]	-3	5%	?	2%	-1%	6	/
O=C(Cc1ccc(Cl)cc1)Nc1ccccc1C(=O)Nc1ccc(C(=O)O)cc1	0%	?	4%	15%	8	-20%	21%	-10%	-1%	8	-13%
